PLK1 kinase inh: human PLK1 kinase inhibitors, primary screen, biochemical, TR-FRET. Serine/threonine-protein kinase PLK1 (Homo sapiens), P53350. recombinant PLK1 kinase, TR-FRET peptide phosphorylation. inhibition, % at 10 µM. 97,000 tested, 0.53% active;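 active = inhibition of 50% or more in the single-concentration screen; inactive = inhibition below 50%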;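 also: 0% = DMSO max control and 100% = H-89 dihydrochloride min control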
ERb coact inh: inhibitors of ERβ-SRC1 coactivator interaction, primary screen, biochemical, TR-FRET, ERβ LBD, SRC-1 peptide | 86,000 tested, 1.3% active | TR-FRET ER-beta LBD / SRC1-Cy5 peptide binding; receptor agonist-loaded with 1 µM estradiol | inhibition, % at 25.6 µM;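 active = compounds whose percent inhibition of the receptor-coactivator binding signal exceeds about 50% in the single-dose screen, limit read from the data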;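 also: 0% = receptor plus peptide wells without compound and 100% = peptide-only wells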
Target sequence (Q92731 whole entry, looked up, the tested form may be a part): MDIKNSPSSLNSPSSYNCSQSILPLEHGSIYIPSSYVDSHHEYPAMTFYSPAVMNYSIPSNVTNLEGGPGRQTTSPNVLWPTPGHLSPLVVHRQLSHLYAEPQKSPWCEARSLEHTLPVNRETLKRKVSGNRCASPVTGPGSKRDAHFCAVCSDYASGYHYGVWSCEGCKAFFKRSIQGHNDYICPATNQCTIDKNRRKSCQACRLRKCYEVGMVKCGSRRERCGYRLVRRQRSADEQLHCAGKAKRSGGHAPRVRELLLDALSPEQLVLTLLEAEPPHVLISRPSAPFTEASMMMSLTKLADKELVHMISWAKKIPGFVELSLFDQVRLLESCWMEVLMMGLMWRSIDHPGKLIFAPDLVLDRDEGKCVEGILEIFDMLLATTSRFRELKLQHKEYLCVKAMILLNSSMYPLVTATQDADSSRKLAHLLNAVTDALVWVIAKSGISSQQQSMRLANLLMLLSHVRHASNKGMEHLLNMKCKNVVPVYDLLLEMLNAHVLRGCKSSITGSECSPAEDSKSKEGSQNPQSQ
CD11b adhes inh: inhibitors of CD11b/CD18 adhesion to fibrinogen, primary screen, K562 cells, luminescence. Integrin beta-2 (Homo sapiens) + Integrin alpha-M (Homo sapiens), P05107+P11215. ATPlite luminescence; Mn2+ added to activate the integrin. inhibition, % at 10 µM. 93,000 tested, 0.54% active. AID 1497, 2009;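 active = primary inhibition of 50% or more at 10 µM, then 40% or more on retest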; also: some results filed as inactive read as strong as hits
Mac1 fbg enh: enhancers of CD11b/CD18 adhesion to fibrinogen, primary screen, K562 cells, luminescence; activation, % at 10 µM; Integrin beta-2 (Homo sapiens) + Integrin alpha-M (Homo sapiens), P05107+P11215; AID 1499, 2009; ATPlite luminescence; 93,000 tested, 0.07% active;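 active = 10 µM primary screen giving 50% or more activity, confirmed by 40% or more on retest at that dose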; also: strong numbers were not always called active
PLK1 PBD inh: Plk1 polo box domain binding inhibitors, primary screen, biochemical, fluorescence polarization; Plk1 PBD phosphopeptide binding; inhibition, %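 (tested at about 20 µM)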; 97,000 tested, 0.13% active; in the data active = inhibition above about 34%, passing the limit was not always enough
ERa coact pot: enhancers of ERα–SRC-1 coactivator binding, primary screen, biochemical, TR-FRET, ERα LBD, low estradiol; Estrogen receptor (Homo sapiens), P03372; TR-FRET ERalpha-LBD/SRC-Cy5 coactivator binding, 2 h; 100 = basal binding, no effect; coactivator binding (% of control), % at 25.6 µM; 86,000 tested, 1.3% active; AID 639, 2007; in the data active = activity above about 200%;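 also: binding measured in presence of low estradiol as agonist stimulus; 0% = peptide alone without receptor and 100% = receptor with peptide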
Target sequence (P03372 whole entry, looked up, the tested form may be a part): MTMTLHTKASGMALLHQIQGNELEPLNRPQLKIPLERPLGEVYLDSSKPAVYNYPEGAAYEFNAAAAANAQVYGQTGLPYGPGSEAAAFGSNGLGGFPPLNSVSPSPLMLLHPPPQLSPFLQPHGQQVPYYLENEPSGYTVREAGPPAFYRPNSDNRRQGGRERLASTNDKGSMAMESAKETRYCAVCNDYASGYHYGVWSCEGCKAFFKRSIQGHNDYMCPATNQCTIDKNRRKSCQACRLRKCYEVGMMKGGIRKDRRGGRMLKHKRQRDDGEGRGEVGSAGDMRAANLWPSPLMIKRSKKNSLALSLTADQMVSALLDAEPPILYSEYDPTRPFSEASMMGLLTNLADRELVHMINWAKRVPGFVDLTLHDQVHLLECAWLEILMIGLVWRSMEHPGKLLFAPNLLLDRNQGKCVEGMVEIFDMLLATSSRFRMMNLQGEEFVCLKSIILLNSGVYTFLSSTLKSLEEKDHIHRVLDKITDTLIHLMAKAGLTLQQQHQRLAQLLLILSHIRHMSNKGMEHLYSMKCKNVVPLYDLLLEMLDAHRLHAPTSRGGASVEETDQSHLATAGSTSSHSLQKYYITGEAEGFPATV
FAK inh: FAK kinase inhibitors, primary screen, biochemical; biochemical FAK kinase activity assay; AID 727, 2007; 97,000 tested, 0.84% active; inhibition, %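 (tested at 7 µM)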; in the data active = inhibition above about 19%;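 also: 0% = DMSO and 100% = reference compound high control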
Rev-RRE block: HIV-1 Rev-RRE binding inhibitors, primary screen, biochemical, FRET, protein-RNA interaction. 97,000 tested, 0.79% active. AID 704, 2007. Rev peptide-RRE RNA binding. inhibition, % at 8 µM. P05866;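 active = inhibition above the screen-wide mean plus 3 SD, cut at about 35% in these data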;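 also: 0% = median DMSO wells and 100% = median Neomycin B control wells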
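Assay system: Labelled RRE RNA duplex and labelled Rev peptide | Times: 5 min preincubation and 15 min binding, 25 °C | Detection: FRET, ex 480 nm, em 540 and 671 nm | Evaluation: % inhibition of FRET ratio versus controls | Benchmarks: DMSO wells as 0% and neomycin B wells as 100% inhibition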
ERa SRC1 inh: ERα–SRC-1 coactivator interaction inhibitors, primary screen, biochemical, TR-FRET, ERα LBD, estradiol-bound; TR-FRET ER-alpha LBD / SRC-1 peptide; inhibition, % at 25.6 µM; 86,000 tested, 1.7% active; in the data active = inhibition above about 50%;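 also: 0% = receptor plus peptide control and 100% = peptide only without receptor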
* marks the source's active call; other numbers are inactive results; x = not tested or not shown; [ ] = another dose, or the depositor's remark.

SMILES	PLK1 kinase inh	ERb coact inh	CD11b adhes inh	Mac1 fbg enh	PLK1 PBD inh	ERa coact pot	FAK inh	Rev-RRE block	ERa SRC1 inh
Cc1nc2ncnn2c(C)c1CCC(=O)NCCCN1CCN(c2cccc(Cl)c2)CC1	-8	-3	0	-3	-4	117	3	4	-3
COc1cc(-c2nnc(-c3cccs3)o2)cc(OC)c1OC	-22	5	7	2	-1	94	0	5	11
O=c1c(-c2ccccc2)nc(-c2ccccc2)cn1O	-5	x	10	1	0	x	-9	-1	x
CCCCc1ccc(NC(=O)N[C@H](C(=O)O)C(C)C)cc1	-5	10	x	x	10	87	-1	5	7
O=C(/C=C/c1ccc([N+](=O)[O-])cc1)NCC1CCCO1 (stereo not drawn)	-16	x	x	x	-13	x	0	5	x
COC(=O)c1ccc(CSc2nnc(SCc3ccc(C(=O)OC)o3)s2)o1	-6	24[fluorescence artefact?]	7	1	7	119	-1	9	20[fluorescence artefact?]
Cc1cc(NC(=O)COC(=O)[C@H](Cc2c[nH]c3ccccc23)NC(=O)c2ccc(F)cc2)no1	1	0	14	0	-9	98	-3	-4	4
O=C(NCc1cccs1)C1CCN(S(=O)(=O)c2cccs2)CC1	-13	-2	x	x	16	101	1	11	0
Cc1ccc(C2CC(=O)N3CN(Cc4ccco4)CSC3=C2C#N)cc1 (stereo not drawn)	-22	-3[fluorescence artefact?]	0	0	11	73[fluorescence artefact?]	0	3	6[fluorescence artefact?]
CCOC(=O)c1sc(NC(=O)CSc2nncs2)c(C(=O)OCC)c1C	11	2	1	-4	19	118	0	3	9
O=C(Nc1ccc2c(c1)OCO2)c1ccc(CN2CCOCC2)cc1	-5	17	10	21	-12	50	-2	-1	28
CC(/C=N/NC(=O)c1ccncc1)=C\c1ccccc1	-9	x	x	x	35	x	3	3	x
CCc1cc2c(=O)c(-c3nc4ccccc4n3C)c(C)oc2c(CN2CCOCC2)c1O	-6	-6	-1	0	0	121[fluorescence artefact?]	0	2	-13
Cc1ccc(/C=N/Nc2cccc3cccnc23)c(O)c1	-13	x	8	-5	-40	x	-2	2	x
CCn1c(N2CCN(C(=S)NC)CC2)nc2ccccc21	-8	x	x	x	1	x	-1	5	x
COc1cccc(C(=O)N(Cc2ccco2)Cc2cc3cccc(C)c3[nH]c2=O)c1	-14	-1	-6	1	-5	126	3	10	-7
CCOC(=O)c1ccc(S(=O)(=O)Nc2ccccc2-c2nnn(CC)n2)cc1	x	-8	6	0	x	66	x	x	-3
COc1cc(N/C=C(\C(C)=O)c2ccccc2)cc(OC)c1	-10	x	-6	5	-27	x	7	2	x
CSC1=N/C(=C\c2cccc(F)c2)C(=O)S1	0	-2	14	-2	-19	109	-1	4	-3
CCN(CC)CCCNC(=O)c1cn(CCOC)c(=O)c2c1c1ccccc1n2C	-8	10[fluorescence artefact?]	-7	1	-11	98[fluorescence artefact?]	2	4	4

Two entries from above, with each value named:
canonical_smiles: CSC1=N/C(=C\c2cccc(F)c2)C(=O)S1
  PLK1 kinase inh: 0; ERb coact inh: -2; CD11b adhes inh: 14; Mac1 fbg enh: -2; PLK1 PBD inh: -19; ERa coact pot: 109; FAK inh: -1; Rev-RRE block: 4; ERa SRC1 inh: -3
canonical_smiles: CCN(CC)CCCNC(=O)c1cn(CCOC)c(=O)c2c1c1ccccc1n2C
  PLK1 kinase inh: -8; ERb coact inh: 10[fluorescence artefact?]; CD11b adhes inh: -7; Mac1 fbg enh: 1; PLK1 PBD inh: -11; ERa coact pot: 98[fluorescence artefact?]; FAK inh: 2; Rev-RRE block: 4; ERa SRC1 inh: 4

More entries.
SMILES	PLK1 kinase inh	ERb coact inh	CD11b adhes inh	Mac1 fbg enh	PLK1 PBD inh	ERa coact pot	FAK inh	Rev-RRE block	ERa SRC1 inh
Oc1ccccc1CNc1ncc(Br)cc1Br	-1	-1	x	x	0	55	5	3	-6
O=C(CSc1nnc(COc2cccc3cccnc23)o1)N1CCc2ccccc21	-7	3	7	8	0	123	20*	10	7
CC1CCN(c2c(NCc3ccc(C(=O)NCC4COc5ccccc5O4)cc3)c(=O)c2=O)CC1 (stereo not drawn)	-8	-2	x	x	9	135	0	10	-6
Cc1ccccc1Nc1nc(N)nc(CSc2nnnn2-c2ccccc2)n1	-13	-2	-7	3	-31	101	-1	2	7
O=C(CSc1nnc(CNc2cccc(C(F)(F)F)c2)n1Cc1ccco1)NCc1ccco1	1	2	x	x	4	111	3	-2	5
O=C(Cn1nnc(-c2ccc(N3CCOCC3)cc2)n1)OC1CCCCC1	-6	-3	-6	2	-10	208*	2	10	2
Cc1ccc2[nH]c3c(=O)n(Cc4ccccn4)cnc3c2c1	-9	-7	2	-6	19	98	0	4	6
CN(C(=O)CN1CCC(NC(=O)C2CCCCC2)CC1)C1CCCCC1	-9	3[fluorescence artefact?]	-16	5	-1	211*[fluorescence artefact?]	-3	-1	2[fluorescence artefact?]
CC1=C(C(=O)OCC2CCCO2)C(c2ccc(C)o2)C2=C(CC(c3ccc(N(C)C)cc3)CC2=O)N1 (stereo not drawn)	-11	-6[fluorescence artefact?]	-42	1	1	96	-1	-3	-13[fluorescence artefact?]
CC(C)c1nc(N2CCCC2)c(C#N)c2c1CCCC2	-9	-8	-38	11	19	78	4	25	-6
COc1ccc(CN(C(=O)Cc2cccs2)C(C(=O)NC2CCCC2)c2ccncc2)cc1 (stereo not drawn)	-7	x	x	x	-10	x	1	6	x
CC1CCCCN1S(=O)(=O)c1coc(C(N)=O)c1 (stereo not drawn)	-8	28	-16	4	10	91	-4	2	11
COc1cc(NS(=O)(=O)c2ccc(NC(=O)C3CCCO3)cc2)nc(OC)n1 (stereo not drawn)	-16	14[fluorescence artefact?]	4	-4	-13	134	0	12	17
c1ccc(-c2csc(-n3cnnn3)n2)cc1	-11	5	14	0	-10	86	0	5	1
C=CCn1c(SC2CCOC2=O)nc2sc(CC)cc2c1=O (stereo not drawn)	-10	5	5	-2	-23	79	-1	-5	3
O=C(Nc1ccc(Cl)c(Cl)c1)N(Cc1cccnc1)Cc1ccco1	7	-5[fluorescence artefact?]	1	-1	5	96	5	11	3[fluorescence artefact?]
COc1ccc2nc(NC3=NCCC3)sc2c1	-11	14	x	x	-7	113[fluorescence artefact?]	5	5	-6
CCCCS(=O)(=O)Nc1ccc(C(=O)NCC2CCCO2)cc1 (stereo not drawn)	-8	-2	-14	9	4	99	0	9	6
O=C(c1ccco1)N1CCN(c2ncnc3scc(-c4ccccc4)c23)CC1	32	-7	8	4	-15	100	2	12	-6
COC(=O)c1[nH]c2cccc(C)c2c1NC(=O)CN1CCCc2ccccc21	-8	34	x	x	-24	64[fluorescence artefact?]	4	23	33[fluorescence artefact?]
COC(=O)c1ccc(NC(=O)C2CCCN2S(=O)(=O)c2ccc(C)cc2)cc1 (stereo not drawn)	x	1	0	0	x	113	x	x	-2
Cn1cnc2nc3n(c2c1=O)CCC3	-6	0	-6	-1	25	89	2	1	0
CN(C)S(=O)(=O)c1ccc(-c2ccccc2)cc1	-6	-3	10	-2	-11	113	0	-4	-4
CCOC(=O)CSc1nc2ccccc2c(=O)n1-c1ccc(C(=O)NCCOC)cc1	-10	-1	10	-3	-14	94	-1	4	0
CN(C)P(=NC(=O)COc1ccc(Cl)cc1Cl)(N(C)C)N(C)C	2	-4	-3	0	2	120	-10	1	-2
COc1ccc(S(=O)(=O)N/N=C(/C)c2ccc(Cl)cc2)cc1	-2	x	x	x	7	x	1	5	x
CCCCC(CC)CN1C(=O)/C(=C/c2ccncc2)SC1=S (stereo not drawn)	-16	x	23	3	15	x	5	17	x
COCCNC(=O)C(=O)N/N=C/c1ccccc1C(F)(F)F	-11	20	x	x	12	83	-3	3	-3
COC(=O)c1[nH]c2cccc(OC)c2c1NC(=O)CN1CCOCC1	0	-6[fluorescence artefact?]	-3	2	-3	120	-3	-3	-27[fluorescence artefact?]
Nc1nncn1C(=O)CCCOc1ccccc1	-10	10	x	x	-8	87[fluorescence artefact?]	1	4	11

An excerpt from above, limited to PLK1 PBD inh and Rev-RRE block.
structure | PLK1 PBD inh | Rev-RRE block
CN(C)P(=NC(=O)COc1ccc(Cl)cc1Cl)(N(C)C)N(C)C | 2 | 1
COc1ccc(S(=O)(=O)N/N=C(/C)c2ccc(Cl)cc2)cc1 | 7 | 5
CCCCC(CC)CN1C(=O)/C(=C/c2ccncc2)SC1=S (stereo not drawn) | 15 | 17
COCCNC(=O)C(=O)N/N=C/c1ccccc1C(F)(F)F | 12 | 3
COC(=O)c1[nH]c2cccc(OC)c2c1NC(=O)CN1CCOCC1 | -3 | -3
Nc1nncn1C(=O)CCCOc1ccccc1 | -8 | 4

Continuation.
SMILES	PLK1 kinase inh	ERb coact inh	CD11b adhes inh	Mac1 fbg enh	PLK1 PBD inh	ERa coact pot	FAK inh	Rev-RRE block	ERa SRC1 inh
CCCNc1ncccc1C(N)=O	x	3	-6	-4	x	110	x	x	-6
Cc1cc(Cl)c(S(=O)(=O)N2CCCCCC2)cc1OCC(N)=O	-6	-3	10	0	0	116	3	2	-7
N#Cc1nc(-c2ccco2)oc1N1CCN(C(c2ccccc2)c2ccccc2)CC1	0	7[fluorescence artefact?]	4	22	14	112	5	9	0
CCN(CC)CCNC(=O)NC1CCCCC1	x	11	-29	0	x	93	x	x	6
Cc1cc(NCc2ccc(F)cc2Cl)n2nnnc2n1	x	11	3	-2	x	105	x	x	16
Cn1c(=O)c2c(nc(SCC(=O)N3CCCc4ccccc43)n2C)n(C)c1=O	11	14[fluorescence artefact?]	x	x	-18	85	-1	-1	2
Cc1sc2nc(SCC(=O)NCc3ccco3)[nH]c(=O)c2c1C	x	-4	4	-3	x	83	x	x	7
CN(C)c1ccc(CN2CCCC(O)C2)cc1 (stereo not drawn)	x	-7	-4	-4	x	110	x	x	5
COc1ccccc1Nc1nnc(SCC(=O)c2cc(C)n(CC3CCCO3)c2C)s1 (stereo not drawn)	-10	-15	19	-2	-12	104	0	-5	-5
O=C(NCCCN1CCOCC1)C1CCC(=O)N1C1CCCCC1 (stereo not drawn)	-8	-15	-16	-4	-11	104	-1	1	-3
COc1ccc(NC(=O)Nc2ccccc2C(=O)N2CCCC2)cc1	-15	-18[fluorescence artefact?]	14	-1	0	105	1	4	-17
Cc1ccc(C)c(CN2C(=O)C3CCCN3c3ccc(C#N)cc32)c1 (stereo not drawn)	-13	x	x	x	12	x	-3	5	x
CCOC(=O)/C=C1\NC(C)(C)Cc2cc(OC)c(O)cc21	-10	-1[fluorescence artefact?]	7	-2	-23	92	8	1	1
O=C(C1CCN(S(=O)(=O)c2cccc3cccnc23)CC1)N1CCN(c2ccccn2)CC1	-13	0	x	x	27	81[fluorescence artefact?]	-5	5	-1
CC1(C)OC(=O)C(=CNc2ccccc2)C(=O)O1	-6	1	3	-2	11	115	-1	5	-7
O=C(O)c1c2c(nc3ccc(F)cc13)CCC2	18	6	x	x	-2	93[fluorescence artefact?]	-2	3	-3
C=CCOC(=O)Nc1ccc(Cl)cc1NC(=O)OCC=C	-12	3	-18	-1	9	83	-3	3	-10
Cc1nn(C)c(C)c1S(=O)(=O)NCc1cccs1	-3	2	-15	-2	-5	99	-2	2	3
O=C(O)c1ccc(S(=O)(=O)c2ccccc2)cc1	-16	-4	8	-6	-26	121	-2	8	-4
COCCn1c(SCC#N)nnc1-c1ccccc1	x	-3	28	0	x	115	x	x	-5
